TTR transcr act = TTR transcription activators in neuroblastoma reporter cells, primary screen, cell-based, luminescence, SH-SY5Y, TTR promoter Gaussia luciferase; hit rate 1.3% among 92,000; 100% = recombinant luciferase protein wells; activation, % at 16.7 µM;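 active means activation above the mean of all tested compounds plus 3 SD, cut at about 9.5% in these data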;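 further: cells exposed to compounds for one day before reading; 0% = median of all test compound wells on the plate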
* hit, by the source's call. This is a subset; count on the stated rates, not on these rows.

No.	SMILES	TTR transcr act
1	COC(=O)c1c(N)sc(C(C)=O)c1C	-0.6
2	Cc1cccc(C)c1-n1nnnc1C1(C)CCC(=O)N1Cc1cccc(C(F)(F)F)c1 (stereo unspecified)	3.3
3	Cc1ccsc1C(=O)NCCc1ccc(S(N)(=O)=O)cc1	-0.8
4	O=C(Cc1c[nH]c2ccccc12)NCc1ccc(Cl)cc1	-1.7
5	S=c1[nH]nc(-c2ccc3ncccc3c2)n1-c1ccc2c(c1)OCCO2	0.4
6	COc1ccc(C(=O)NN(C)c2nc(-c3ccccc3)cc(C)c2S(C)(=O)=O)cc1	2.4
7	CCn1nc(NC(=O)c2cccs2)c2cc3ccccc3nc21	6.5
8	COc1ccc(C(C)=O)cc1COC(=O)Cn1cnc2ccccc2c1=O	-1.5
9	COC1CC(=O)C2OC(c3ccccc3)OCC2O1 (stereo unspecified)	-1.1
10	O=C1CN(C(=O)COC(=O)/C=C/c2ccc(OC(F)F)cc2)c2ccccc2N1	-1.5
11	COC(=O)[C@@]1(Cc2ccccc2)[C@H]2C(=O)N(C)C(=O)[C@H]2[C@H]2CN=C(SCc3ccccc3)N21	2.8
12	CCOc1ccccc1NC=C1C(=O)OC(C)(C)OC1=O	2.6
13	O=C(NC1CC1)c1cccc(Nc2ccc(-c3ccc4c(c3)OCCO4)nn2)c1	-0.9
14	OCC1(Cc2ccc(Cl)cc2)CCN(Cc2ccccc2F)CC1	-1.8
15	CCCCSc1ncnc2c1ncn2C1CCCCO1 (stereo unspecified)	0.5
16	Cc1cc(-c2ccco2)n(CC(=O)NCc2ccco2)n1	1.4
17	COc1ccc(-c2nc3ccncc3[nH]2)cc1OC	-0.6
18	CCCN(CCC)CCCNC(=O)C1c2cc(OC)c(OC)cc2C(=O)N(C)C1c1cccnc1 (stereo unspecified)	0.5
19	Cc1c(C(=O)N2CCC(C)CC2)sc2ncnc(N(C)c3ccccc3)c12	5.8
20	O=C(Nc1cccc(Cl)c1)c1csc(-c2ccccc2)n1	-2.5
21	Cc1ccc(OCc2nn3c(-c4ccco4)nnc3s2)cc1	-1.4
22	CC(C)(C)c1ccc(-n2ncc3c2CCCC3NC(=O)CCN2CCCO2)cc1 (stereo unspecified)	-3.0
23	Cn1nnnc1SCCNCC#Cc1ccccc1	-0.9
24	CCc1ccc(S(=O)(=O)NCc2ccc(N3CCN(C)CC3)cc2)cc1	1.6
25	COC(=O)[C@]12C[C@H](CC(=O)N3CCSCC3)C(=O)N(Cc3ccc4c(c3)OCO4)C1=C[C@H](C(C)C)O[C@@H]2C1CC1	0.6
26	COc1ccc(N2C(=O)NC3CC2(C)Oc2ccc(Cl)cc23)cc1OC (stereo unspecified)	-1.8
27	CN1CCN(C(=O)C2CCN(S(=O)(=O)c3ccccc3[N+](=O)[O-])CC2)CC1	5.3
28	COc1ccccc1/C=C/C(=O)c1ccc(Cl)cc1	2.5
29	COc1ccc2nc(NC(=O)Cn3cnc4ccccc4c3=O)sc2c1	-0.4
30	COc1ccc(NC(=O)c2[nH]ncc2[N+](=O)[O-])cc1	0.6
31	Cc1nc(-c2cccc(NS(=O)(=O)c3cccc4ccccc34)c2)cs1	-0.2
32	Cc1ccccc1C(=O)Nc1ccccc1-c1nnn(CC(=O)Nc2ccc3c(c2)OCCO3)n1	3.4
33	O=C(CSc1n[nH]c(-c2cccnc2)n1)Nc1ccc([N+](=O)[O-])cc1Br	2.1
34	CC(=O)c1ccc(N2CCN(C(=O)CCCc3nc4ccccc4s3)CC2)cc1	0.2
35	COc1ccc(NC(=O)CS(=O)CC(=O)NCc2cccc(C(F)(F)F)c2)cc1 (stereo unspecified)	2.6
36	CC1CN(c2oc(-c3ccco3)nc2S(=O)(=O)c2ccccc2)CC(C)O1 (stereo unspecified)	8.8
37	O=C(CNc1cc(S(=O)(=O)N2CCOCC2)ccc1NCC1CCCO1)Nc1ccccc1F (stereo unspecified)	0.0
38	CCOC(=O)Nc1ccc2c(c1)C(=NNC(N)=S)c1ccccc1-2	-3.4
39	COc1ccc(Cl)cc1-n1c(C)cc(C=O)c1C	2.5
40	Cn1nnnc1SCC(=O)NCC(=O)c1ccccc1	-1.3
41	COC(=O)c1nn(-c2ccc(F)cc2)ccc1=O	-0.7
42	Cc1cc(NC(=O)c2ccc3nccnc3c2)ccc1Br	-1.1
43	O=c1[nH][nH]c(=O)c(Cl)c1Cl	12*
44	C=CCN1C(=O)C(CC(=O)NCC)SC1=Nc1ccccc1OC (stereo unspecified)	6.7
45	O=C(/C=C/c1ccccc1Cl)N1CCCN(C(=O)/C=C/c2ccccc2Cl)CC1	2.0
46	CN(CC(=O)OCC(N)=O)S(=O)(=O)c1ccc(Cl)cc1	8.0
47	CCN1C(=O)N(CC)C2C1N(CO)C(=O)N2CO (stereo unspecified)	-1.0
48	O=C(Nc1ccccc1F)C(=Cc1sc(N2CCOCC2)nc1-c1ccccc1)C(=O)Nc1ccccc1F	-1.8
49	CS(=O)(=O)Nc1ccc(C2=NN(C(=O)CCCC(=O)O)C(c3cccs3)C2)cc1 (stereo unspecified)	1.7
50	COc1ccc2[nH]c(=O)c(CN(CCO)S(=O)(=O)c3c(C)ccc4nsnc34)cc2c1	-0.2
51	O=C(COc1ccccc1)N1CCN(S(=O)(=O)c2ccc(Cl)cc2)CC1	2.0
52	CC(=O)N(Cc1c(C)nn(-c2ccccc2)c1Cl)c1ccc(Cl)cc1	0.0
53	Cc1ccc(C(=O)NCC(=O)NCc2cc(=O)n(C)c(=O)n2C)cc1C	0.7
54	Brc1ccc2c(c1)OCCOCCOCCOCCOCCO2	1.7
55	COc1cccc2c1oc1c(SCc3nc4ccccc4[nH]3)nc(C)nc12	3.4
56	CC1=C(C(=O)OC2CCCCCCC2)C(c2cccc(O)c2)NC(=O)N1 (stereo unspecified)	-1.6
57	Cc1cccc(NC(=O)c2cccnc2Oc2ccccc2)c1C(=O)O	-0.8
58	CCN(CC)S(=O)(=O)c1ccc(N=N/C(C(C)=O)=C(/C)O)cc1	1.1
59	Cc1ccc(C(=O)Cn2nnc3ccccc32)cc1[N+](=O)[O-]	2.7
60	CCOC(=O)Cc1csc(NC(=O)c2ccc(S(=O)(=O)N(CCOC)CCOC)cc2)n1	1.9

Later entries.
No.	SMILES	TTR transcr act
61	CC(C(=O)Nc1nncs1)N1C(=O)C2C3C=CC(C3)C2C1=O (stereo unspecified)	-0.7
62	CC(C)NC(=O)COc1ncnc2sccc12	4.8
63	CC(Oc1ccccc1)C(=O)N=C1SC2CS(=O)(=O)CC2N1Cc1ccc(F)cc1 (stereo unspecified)	2.0
64	O=C(NCc1ccc2c(c1)OCO2)C1CCCCC1	1.3
65	Cc1cccc(C(=O)Nc2nnc(-c3ccco3)o2)c1	0.9
66	Cc1nn(S(=O)(=O)c2cccc([N+](=O)[O-])c2)c(C)c1Br	2.8
67	CN(Cc1ccco1)C(=O)CC[C@H]1O[C@@H](n2ccc(=O)[nH]c2=O)[C@H](O)[C@@H]1O	-0.5
68	Cc1nnsc1C(=O)Nc1cc(Cl)ccc1Cl	1.0
69	Cc1nc2ccccn2c1C(=O)C(=O)Nc1cc(F)ccc1F	0.6
70	Cc1ccc(-n2ncc3c(=O)n(Cc4ccccn4)cnc32)cc1C	-1.2
71	COc1cc(/C=C(\C#N)c2nnc(N3CCOCC3)n2-c2ccccc2)ccc1O	1.4
72	O=C(NCc1ccco1)c1ccc2c(c1)CCO2	5.0
73	CCC1C(=O)N(c2nc(C)cc(C)n2)N=C1C (stereo unspecified)	0.7
74	COc1ccc(C2CC(c3ccc(Br)cc3)=NN2C(=O)CSC2=NCCS2)cc1 (stereo unspecified)	0.1
75	COc1cc(OC)cc(-n2nnnc2SCC(=O)NC2CCCC2)c1	3.0

A draw from above in order of length of the SMILES, descending.
No.	SMILES	TTR transcr act
74	COc1ccc(C2CC(c3ccc(Br)cc3)=NN2C(=O)CSC2=NCCS2)cc1 (stereo unspecified)	0.1
61	CC(C(=O)Nc1nncs1)N1C(=O)C2C3C=CC(C3)C2C1=O (stereo unspecified)	-0.7
70	Cc1ccc(-n2ncc3c(=O)n(Cc4ccccn4)cnc32)cc1C	-1.2
75	COc1cc(OC)cc(-n2nnnc2SCC(=O)NC2CCCC2)c1	3.0
62	CC(C)NC(=O)COc1ncnc2sccc12	4.8

New compounds follow.
No.	SMILES	TTR transcr act
76	CS(=O)(=O)N(CC(=O)NC1CCCC1)C1CCCCC1	0.8
77	COc1cc(NC(=S)N2CCN(CCO)CC2)c(OC)cc1Cl	3.7
78	CC(=O)Oc1ccc(C(=O)Nc2nccs2)cc1	-0.2
79	Cc1cccc[n+]1CC(=O)c1ccc2c(c1)OCCO2	-1.0
80	O=C(NC1=NCCS1)c1ccc(Cl)c(S(=O)(=O)N2CCCC2)c1	2.5
81	c1ccc2nc3c(nc2c1)CCc1nonc1-3	-0.7
82	COc1cc(O)oc1C=Nc1ccc(Oc2ccccc2)cc1	-0.4
83	Cc1ccc(-c2cc(C(=O)Nc3ccc(S(=O)(=O)Nc4cc(C)on4)cc3)c3ccccc3n2)c(C)c1	-0.8
84	O=C(NCCCN1CCOCC1)c1onc(CSc2nc3ccccc3[nH]2)c1C(=O)NCCCN1CCOCC1	1.1
85	Cc1c(CCOC(=O)c2ccccc2)sc[n+]1Cc1ccccc1	-3.2
86	COc1cccc(CC2(CO)CCCN(Cc3cn[nH]c3-c3cc(C)ccc3C)C2)c1 (stereo unspecified)	1.9
87	O=C(N/N=C/c1ccncc1)c1sc2ccccc2c1Cl	0.9
88	C#CCOCCOCCOCCNc1nc(N2CCN(C(=O)Cn3cc(CCO)nn3)CC2)nc(N2CCN(C(=O)Cn3cc(CC(C)O)nn3)CC2)n1 (stereo unspecified)	4.4
89	CCCOc1ccc(C(=O)NC(=S)N2CCN(c3cc4c(cc3F)c(=O)c(C(=O)O)cn4CC)CC2)cc1	-0.2
90	O=C1c2cccc3c2N(CCC3)C(=O)C1(F)c1ccccc1 (stereo unspecified)	2.9
91	C[C@H]1COC(=O)[C@H](Cc2ccc(F)cc2)C/C=C\C[C@H](CC(=O)NCCO)C(=O)N1	3.0
92	Cc1cc2nc(-c3cccnc3SCC(=O)NC(C)C)[nH]c2cc1C	-0.6
93	CCc1ccc2cc(F)cc(F)c2n1	-0.2
94	COC(=O)C[C@@H]1CC[C@@H]2[C@@H](COc3ccc(NC(=O)Nc4ccccc4)cc3C(=O)N2C)O1	-0.9
95	O=C(COC(=O)CCS(=O)(=O)c1ccc(Cl)cc1)NCCc1ccc(Cl)cc1Cl	1.9
96	O=C(Nc1ccc2c(c1)OCO2)C1CCCCN1S(=O)(=O)c1ccc(F)cc1 (stereo unspecified)	0.0
97	CC(=O)Nc1cc(C(=O)N2CCN(C)CC2)ccc1S(=O)(=O)c1ccc(C)cc1	-0.9
98	COc1ccc(/C=N/Nc2cc(N3CCOCC3)ncn2)c(OC)c1	-2.0
99	O=C(CCNc1n[nH]c(=O)[nH]c1=O)N/N=C/c1ccccc1Br	-1.4
100	COC(=O)c1cc(-c2cc3ccccc3o2)c(=O)n2c1CCC2	0.7
101	COc1cc(NC(=S)NCc2cccnc2)cc(OC)c1OC	2.4
102	Cc1nn(CCC(=O)NCc2ccc(OC(C)C)cc2)c(=O)c2nn(-c3ccccc3)c(C)c12	-0.5
103	Cn1cnc2ncnc(Oc3ccc(Br)cc3)c21	0.0
104	O=C(C1CC(=O)N(c2ccccc2)C1)N1CCN(c2ccc(F)cc2)CC1 (stereo unspecified)	0.6
105	CCOC(=O)[C@]12CCCC=C1N(CCCOC)C(=O)[C@@H]2CC(=O)N1CCOCC1	-0.6

Records 100 to 103, quoted:
No.	SMILES	TTR transcr act
100	COC(=O)c1cc(-c2cc3ccccc3o2)c(=O)n2c1CCC2	0.7
101	COc1cc(NC(=S)NCc2cccnc2)cc(OC)c1OC	2.4
102	Cc1nn(CCC(=O)NCc2ccc(OC(C)C)cc2)c(=O)c2nn(-c3ccccc3)c(C)c12	-0.5
103	Cn1cnc2ncnc(Oc3ccc(Br)cc3)c21	0.0

Additional compounds follow:
No.	SMILES	TTR transcr act
106	CCOC(=O)[C@]12CCCC=C1N(CCCOC)C(=O)[C@@H]2CC(=O)NCCCN1CCCC1=O	1.7
107	CC1(C(=O)NS(=O)(=O)c2ccccc2)CCN1C(=O)c1ccccc1 (stereo unspecified)	-1.6
108	CCOc1c(C)cnc2c1c(=O)n(Cc1ccccc1Cl)c(=O)n2C	0.4
109	CN1CCN(CCC(=O)Nc2ccccc2)CC1	-0.5
110	COc1cccc2oc3ccc(C#CC4(N)CCCCC4)cc3c(=O)c12	0.0
111	COc1cc([N+](=O)[O-])cc2cc(C(=O)N3CCN=C3c3ccccc3)c(=O)oc12	1.7
112	O=C(OCC(=O)N1CCc2ccccc21)c1cncc(Br)c1	5.8
113	CCC(=O)Nc1cc2[nH]c(=O)cc(C)c2cc1C	-0.2
114	C[C@H](OC(=O)N1CCN(C(c2ccccc2)c2ccccc2)CC1)[C@@H]1O[C@@]2(C)CCC[C@H]1O2	-5.0
115	O=C(COC(=O)c1ccc(Cl)nc1)Nc1ccc(N2CCCCC2)cc1	1.1
116	CC[C@H]1/C(=C/c2ccccc2)N2C(=O)C[C@H](c3ccccc3)N=C2N1C	3.3
117	Cc1sc2ncn(CC(=O)NCC(=O)N(C)C3CCCCC3)c(=O)c2c1C	-2.5
118	O=C(NCCCN1CCCCC1)c1ccc2c(c1)NC(=O)C(N1CCOCC1)S2 (stereo unspecified)	5.0
119	CC1(C)Cc2c(cnn2-c2ccc(F)cc2)C(NC(=O)CCN2CCCCC2=O)C1 (stereo unspecified)	1.4
120	Cc1ccc(Nc2ncnc(-n3cccc3)n2)cc1Cl	5.3
121	COC(=O)C1=C(C)N(c2ccccc2)C(=S)NC1c1ccccc1C(F)(F)F (stereo unspecified)	-0.9
122	CCc1ccc(NC(=O)C2(c3ccccc3)CC2(Cl)Cl)cc1 (stereo unspecified)	-0.5
123	COc1ccc(CNC(=O)CNS(=O)(=O)c2cccc(C#N)c2)cc1OC	3.2
124	COC(=O)C1(C)CCCC2(C)c3cc(OC)ccc3C(=O)C(Br)C12 (stereo unspecified)	-0.4
125	CCOc1ccc(/C(O)=C2\C(=O)C(=O)N(c3cc(C)on3)C2c2ccccc2OC)cc1 (stereo unspecified)	-1.6
126	Nc1nnc(SCc2nnc(-c3ccccc3)o2)s1	-0.1

Screening data from PubChem.
